Screens as filed in PubChem.
Pol beta inh – blocks human DNA polymerase beta activity; Potency, µM (series often up to 114 µM), for the others: at the top dose activity change, negative = inhibition, hits mostly inhibitors; Pol beta primer extension/strand displacement, fluorescence kinetic; 340,000 compounds, 1.3% hits; AID 485314; further: potency means the concentration at half of the fitted maximal effect; on the % scale 0 is the no-effect control and ±100 the full control effect
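Homogeneous kinetic assay of primer extension and strand displacement by 10 nM Pol beta, preincubated 15 min at room temperature with compound before 50 nM substrate (final) was added. Read at 0 and 10 min; four-parameter Hill fit.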
POLK inh – DNA polymerase kappa (human) inhibition. purified Pol kappa, fluorescent DNA synthesis assay, 10 min. Potency, µM (titrated, usually from 107 µM), without a hit: top-dose activity, negative = inhibition, actives largely listed as inhibitors. 400,000 compounds, 0.53% hits. AID 588579; further: potency means the concentration at half of the fitted maximal effect; on the % scale 0 is the no-effect control and ±100 the full control effect
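50 nM final substrate added after 15 min RT preincubation of 10 nM Pol kappa with compound; fluorescence read at 0 and 10 min.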
APEX1 inh – inhibitors of human APE1 endonuclease; Potency, µM (series often up to 65.8 µM), for inactives: top-dose activity change, negative = inhibition, actives largely listed as inhibitors; recombinant APE1, TAMRA/BHQ-2 abasic DNA cleavage fluorescence; 350,000 compounds, 0.35% hits; AID 2517; P27695;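 further: potency means the concentration at half of the fitted maximal effect; plate controls were vehicle for no effect and reference inhibitor for full effect; nearly all actives have a fitted effect of over 55% in size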
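Compound pre-exposure to 0.75 nM APE1, 15 min at ambient temperature. Reaction initiated with 50 nM TAMRA/BHQ-2 THF substrate, read immediately in kinetic mode, 525 nm excitation, 598 nm emission.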
Anesthetic bind – binds horse apoferritin like a general anesthetic. apoferritin/1-aminoanthracene competitive binding, fluorescence. Potency, µM (highest dose often 77.5 µM), without a hit: at the highest dose activity change, negative = displacement, usual class: inhibitors. 350,000 compounds, 0.074% hits. AID 485281; further: potency means the concentration at half of the fitted maximal effect; on the % scale 0 is the no-effect control and ±100 the full control effect; nearly all actives have a fitted effect of over 20% in size
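Probe: 1-aminoanthracene (50% saturated, PBS). Protein: horse-spleen apoferritin, 10 uM. Incubation: 10 min, room temperature. Detection: 380 nm excitation, 535 nm emission. Analysis: normalized response, four-parameter Hill.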
POLH inh – inhibitors of human DNA polymerase eta | Q9Y253 | recombinant Pol eta, fluorescent DNA replication assay | Potency, µM (titrated, usually from 114 µM), for inactives: top-dose activity change, negative = inhibition, usual class: inhibitors | 390,000 compounds, 1.2% hits; further: potency means the concentration at half of the fitted maximal effect; on the % scale 0 is the no-effect control and ±100 the full control effect
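Pol eta at 10 nM preincubated with compounds 15 min at room temperature; reaction started with fluorescent substrate (50 nM final) and read kinetically at 0 and 10 min.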
Pol iota inh – blocks human DNA polymerase iota activity; Q9UNA4; Pol iota fluorescent replication assay, 10 min; Potency, µM (series often up to 115 µM), without a hit: at the highest dose activity, negative = inhibition, most hits filed as inhibitors; 390,000 compounds, 1% hits; AID 588590; further: potency means the concentration at half of the fitted maximal effect
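Fluorescent replication assay read twice, at 0 min and 10 min after adding 50 nM (final) substrate. Enzyme (10 nM) and compounds were first incubated 15 min at room temperature; enzyme-free buffer wells were negative controls.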
PGK inhibitor – blocks T. brucei phosphoglycerate kinase. Potency, µM (highest dose often 57.5 µM), without a hit: top-dose activity change, negative = inhibition, actives largely listed as inhibitors. AID 602233. 380,000 compounds, 0.043% hits. P07378. PGK/GAPDH coupled, Kinase-Glo luminescence, 60 min; further: potency means the concentration at half of the fitted maximal effect; on the % scale 0 is the no-effect control and ±100 the full control effect; nearly all actives have a fitted effect of over 60% in size
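Recombinant glycosomal PGK reaction used 1,3-bisphosphoglycerate generated in-well by GAPDH (100nM final) in 100mM TEA pH 7.6, 5mM MgCl2, 0.01% Tween-20. After 60 minutes at room temperature, ATP was read by Kinase-Glo Plus luminescence end-point.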
BLM inh – blocks DNA unwinding by human BLM helicase. P54132. 350,000 compounds, 0.2% hits. AID 2528. Potency, µM (doses to about 56.1 µM), for the others: at the top dose activity change, negative = inhibition, hits mostly inhibitors. recombinant BLM DNA unwinding, fluorescence dequenching;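 further: potency means the concentration at half of the fitted maximal effect; plate controls were vehicle for no effect and no enzyme for full effect; nearly all actives have a fitted effect of over 35% in size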
Target sequence (P54132 whole entry, looked up): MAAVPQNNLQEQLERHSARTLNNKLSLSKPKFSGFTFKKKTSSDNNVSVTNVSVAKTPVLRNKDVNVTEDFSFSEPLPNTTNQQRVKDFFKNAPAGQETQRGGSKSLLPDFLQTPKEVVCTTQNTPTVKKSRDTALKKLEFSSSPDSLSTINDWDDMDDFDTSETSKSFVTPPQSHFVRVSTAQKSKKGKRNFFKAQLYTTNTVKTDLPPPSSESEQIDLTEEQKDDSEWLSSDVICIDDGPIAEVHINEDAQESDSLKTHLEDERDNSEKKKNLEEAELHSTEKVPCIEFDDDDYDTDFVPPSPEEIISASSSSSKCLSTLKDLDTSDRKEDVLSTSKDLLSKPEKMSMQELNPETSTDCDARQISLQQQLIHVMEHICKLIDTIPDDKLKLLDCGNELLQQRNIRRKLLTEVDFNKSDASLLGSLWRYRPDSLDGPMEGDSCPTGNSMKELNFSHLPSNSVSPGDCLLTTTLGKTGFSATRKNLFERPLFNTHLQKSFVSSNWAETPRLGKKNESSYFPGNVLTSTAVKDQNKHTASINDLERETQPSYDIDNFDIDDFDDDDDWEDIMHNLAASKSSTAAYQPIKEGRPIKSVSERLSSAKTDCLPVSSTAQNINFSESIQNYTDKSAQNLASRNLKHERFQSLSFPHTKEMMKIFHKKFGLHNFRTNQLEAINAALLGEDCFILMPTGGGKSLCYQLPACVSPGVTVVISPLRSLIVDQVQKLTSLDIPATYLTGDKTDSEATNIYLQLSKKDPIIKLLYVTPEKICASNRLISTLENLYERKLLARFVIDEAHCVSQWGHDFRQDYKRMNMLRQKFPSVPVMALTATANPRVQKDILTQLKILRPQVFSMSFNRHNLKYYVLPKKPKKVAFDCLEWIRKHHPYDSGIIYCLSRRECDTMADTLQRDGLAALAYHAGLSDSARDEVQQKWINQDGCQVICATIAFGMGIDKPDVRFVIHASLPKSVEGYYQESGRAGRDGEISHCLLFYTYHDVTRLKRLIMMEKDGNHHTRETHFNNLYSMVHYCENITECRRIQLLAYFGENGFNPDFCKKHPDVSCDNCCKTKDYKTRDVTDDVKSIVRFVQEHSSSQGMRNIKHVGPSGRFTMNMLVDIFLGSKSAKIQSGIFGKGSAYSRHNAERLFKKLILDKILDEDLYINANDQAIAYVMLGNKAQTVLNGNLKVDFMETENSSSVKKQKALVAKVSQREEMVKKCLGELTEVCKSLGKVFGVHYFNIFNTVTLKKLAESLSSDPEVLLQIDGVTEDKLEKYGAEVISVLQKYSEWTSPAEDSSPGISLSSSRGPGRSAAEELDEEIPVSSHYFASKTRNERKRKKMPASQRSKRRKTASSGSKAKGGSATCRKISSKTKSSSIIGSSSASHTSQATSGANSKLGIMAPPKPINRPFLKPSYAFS
RXFP1 antagonist – RXFP1 (human) relaxin receptor antagonism; HEK293-RXFP1, relaxin-stimulated cAMP HTRF, 30 min; stronger effect = lower value; activity change, negative = inhibition, % at 57.5 µM; AID 1259400; 350,000 compounds, 0.59% hits; Q9HBX9;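 active means activity change of -60% or lower, but not beyond a set lower limit; inconclusive means change between -60% and -40%, or beyond the set limit; inactive means change above -40%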; further: on the % scale 0 is the no-effect control and ±100 the full control effect
Numbers without * were called inactive; i = inactive; u = inconclusive; x = not tested or not shown; & = joins results of further samples; [ ] = dose if it differs, or a comment. Unless noted, the call rests on the fitted dose curve; in most records, active means well fitted curve in the direction sought with a large enough effect; inconclusive means small, poorly fitted or top-dose-only effect, or another doubt; inactive means no such curve, though single readings can be large; an effect the other way counts as inactive or inconclusive. Not all compounds are listed. The share of hits here may be higher or lower than overall.

SMILES	Pol beta inh	POLK inh	APEX1 inh	Anesthetic bind	POLH inh	Pol iota inh	PGK inhibitor	BLM inh	RXFP1 antagonist
COn1c(-c2ccccc2)nc2ncccc21	21%	-7%	20%	3%	3%	-2%	4%	-5%	1
Cc1ccc(CSc2nc3ccc(NC(=O)COc4ccccc4F)cc3s2)cc1	6%	1%	x	-8%	-21%	18%	-8%	-4%	x
Cc1cc(C)c(Cn2c3ccccc3c3cnn(CC(=O)NCc4cccs4)c(=O)c32)c(C)c1	-12%	-17%	x	-10%	0%	-11%	-3%	-3%	6
O=C(CCCN1C(=O)/C(=C\c2cccs2)SC1=S)Nc1ccc(O)cc1	17%	-11%	0%	-16%	-20%	13%	i	-7%	1
FC(F)(F)c1cccnc1-n1cncn1	22%	-3%	-1%	-6%	-15%	9%	-7%	-2%	3
CCOC(=O)/C=C/[C@H]1CCc2cccc(Cl)c2O1	x	-13%	8%	x	-11%	-2%	4%	x	x
O=S(=O)(CCc1ccncc1)c1ccc(Cl)cc1	29%	0%	-2%	2%	-1%	23%	-2%	-1%	-6
COc1cc(/C=N/N=C(N)N)ccc1OCc1ccc(Cl)cc1	u	-11%	0%	u	-23%	22%	-8%	3%	-16
COC(=O)Cc1cc(=O)n2[nH]cnc2n1	27%	-22%	20%	-2%	-13%	-9%	-1%	-4%	2
CC1CCN(C(=O)C(Cc2ccccc2)NS(=O)(=O)c2ccc3c(c2)oc(=O)n3C)CC1 (stereo not given)	11%	10%	2%	-8%	-9%	-6%	-7%	-1%	x
Cc1ccc(-c2nn(CCC(=O)Nc3ccc(Cl)c(Cl)c3)c(=O)c3ccccc23)cc1	21%	-14%	x	-13%	x	40%[activator]	x	-7%	-9
Cc1nnc(SCc2nc3ccccc3s2)n1N	15%	-14%	-2%	-10%	-22%	118%[activator]	-7%	-2%	-2
Cc1cccc(NC(=O)Nc2ccc(Br)cc2)n1	u	-20%&-6%	52%[activator]	15%&-11%	-4%&-29%	12%&5%	-8%&-5%	-2%&0%	-2&3
O=C(COC(=O)c1cccnc1Cl)NC(=O)NC1CCCCC1	x	1%	32%	x	-13%	-4%	i	x	1
Nc1c(C=C2C=CC(=O)C=C2)c(=O)nc2sc(CC(=O)N3CCCCC3)nn12	-19%	-24%	65%[activator]	-1%	40µM*	u	-12%	-1%	7
O=C(CN1CCC(NC(=O)c2ccco2)CC1)Nc1ccccc1[N+](=O)[O-]	37%	x	6%	-15%	x	x	x	-11%	x
C/[N+]([O-])=C\C1C(=O)CC(C)(C)CC1=O	1%	2%	-5%	-4%	-22%	-9%	-5%	0%	-1
Cc1nc(C(F)(F)F)c(C(=O)O)cc1-c1nc(-c2ccccc2)cs1	0%	-6%	-4%	15%	-2%	4%	-4%	0%	7
CCOC(=O)c1c(NC(=O)Cn2cnc([N+](=O)[O-])n2)sc(C)c1C	4%	-2%	13%	-23%	4%	26%	2%	0%	-6
Cn1c(=O)c2ccccc2n2c(CCC(=O)N3CCN(c4cccc(Cl)c4)CC3)nnc12	-2%	-5%	x	-7%	-24%	30%[activator]	-3%	-1%	-11
N/C(=N\c1nc2ccccc2o1)NC(=O)c1cccc(Br)c1	21%	8%	19%	0%	-13%	14%	-3%	-6%	-3
CC(CNC(=O)Cn1ncc2c3ccccc3n(Cc3cccc(Cl)c3)c2c1=O)c1ccccc1 (stereo not given)	u	-16%	x	5%	-12%	u	i	-6%	-6
COC(=O)Cn1c(CCS(=O)(=O)c2ccc(C)cc2)nc2ccccc21	-11%	-4%&-13%	u	3%	11%	10%&-11%	x	-2%	-3
CSc1ccc(S(=O)(=O)NC2CCCCCC2)cc1	-26%	-5%	5%	-8%	-19%	13%	9%	-16%	-2
Cc1ccc(S(=O)(=O)N2CCOC2CNC(=O)C(=O)NCc2ccccc2)cc1 (stereo not given)	6%	-10%	18%	u	-4%	9%	2%	1%	-10
(continued)
SMILES	Pol beta inh	POLK inh	APEX1 inh	Anesthetic bind	POLH inh	Pol iota inh	PGK inhibitor	BLM inh	RXFP1 antagonist
COC(=O)C1=CN(Cc2ccc(F)cc2)C=C(C(=O)OC)C1c1cc(OC)c(OC)c(OC)c1	1%	-8%	-8%	86%[activator]	-6%	-10%	-3%	-5%	4
Cn1c(/C=C/c2ccc(Cl)cc2)c([N+](=O)[O-])c(=O)n(C)c1=O	26%	-6%	26%	-4%	u	u	1%	-5%	1
O=C(Cn1cnc2c(nnn2-c2ccccc2)c1=O)NCCc1ccccc1	-10%	8%	-2%	4%	-7%	26%	-17%	-3%	3
Cc1c(Cl)cccc1-n1c(CCC(=O)O)ccc1-c1cccs1	-7%	0%	x	-13%	-2%	35%[activator]	-8%	0%	-22
CC1=NN(c2nc(-c3ccc(C)cc3)cs2)C(=O)C1N=Nc1cccc(C)c1 (stereo not given)	u	-4%	-1%	1%	-14%	11%	0%	-1%	-23
Nc1cc(=O)[nH]c(SCC(=O)NC2CCCc3ccccc32)n1 (stereo not given)	-4%	-2%	-5%	-4%	-7%	1%	-2%	6%	-1
CN1CCN(C2CCN(c3ccc(Nc4nnc(Cl)c(Nc5ccccc5S(C)(=O)=O)n4)c(OC(CF)CF)c3)CC2)CC1	x	-12%	3%	x	-13%	-14%	12%	x	x
CCc1ccccc1N(C)S(=O)(=O)c1ccc2[nH]cc(C(=O)N3CCc4ccccc43)c(=O)c2c1	0%	-14%	-4%	-13%	-2%	u	0%	-6%	-8
CC(C)CNC(=S)NC(=O)c1csc([N+](=O)[O-])c1	-15%	-6%	-3%	-8%	-8%	-21%	-6%	-10%	7
O=C(Nc1sc2c(c1C(=O)Nc1cccc(Cl)c1)CCCC2)c1cccs1	-4%	0%	x	-5%	3%	2%	-2%	-2%	-5
COc1ccc(S(=O)(=O)N2CCOCC2)cc1NC(=O)COC(=O)c1ccc(C)s1	6%	-8%	-3%	u	-5%	49%[activator]	-3%	-5%	-5
CC(OC(=O)CCN=C1NS(=O)(=O)c2ccccc21)C(=O)N(C)C1CCCCC1 (stereo not given)	x	-10%	-9%	x	-14%	6%	2%	x	8
COc1cc(NC(=O)c2nc3ccccc3nc2C)cc(OC)c1OC	30%	7%	x	4%	-16%	33%[activator]	2%	-4%	x
Cc1cc(C)n2c(Nc3ccc(Cl)cc3)c(-c3ccsc3)nc2n1	-1%	u	x	-6%	-10%	u	2%	-5%	-4
CCOC(=O)C(=CNc1cccc(C)c1C)C(=O)OCC	-1%	-7%	-4%	-2%	-6%	59%[activator]	-1%	-10%	u
COCc1c(C(=O)OC)nnn1-c1ccccc1	18%	-6%	17%	7%	-8%	-8%	i	4%	-4
COc1ccc(OC)c(C2=NNC(=NCc3ccc4c(c3)OCO4)SC2)c1	-11%	-12%	3%	-12%	-23%	50%[activator]	i	-2%	u
O=C(Nc1ccc(F)cc1F)NC1CC1	30%	2%	-10%	-3%	-12%	74%[activator]	-3%	-1%	-11
COc1ccc(S(=O)(=O)n2nc(C)cc2C)cc1OC	-16%	2%	-14%	-6%	-15%	25%	3%	-1%	-8
Cc1ccc(-n2ncc3c(NCc4ccc5c(c4)OCO5)ncnc32)c(C)c1	2%	-4%	-4%	u	-20%	8%	-1%	-13%	-2
COC(=O)c1ccc(SCc2ccccc2)nc1	x	10%	x	x	-17%	-8%	i	x	-19
O=S(=O)(NCC(c1cccnc1)N1CCN(c2ccc(F)cc2)CC1)c1cc(F)ccc1F (stereo not given)	x	-14%	x	x	-19%	20%	1%	x	11
CCOC(=O)C1(CCCc2ccccc2)CCN(S(C)(=O)=O)CC1	36%	4%	-1%	-11%	-22%	-3%	-9%	-1%	16
Cc1ccc(-n2ncc3c(N4CCCCC4)ncnc32)cc1Cl	0%	-6%[60.1 µM]	x	0%	-8%	-20%	1%	-2%	2
CC(C)Oc1ccc(C(CCN)C2CCCCC2)cc1 (stereo not given)	4%	-9%	12%	-10%	u	24%	-5%	0%	-75*

As entered above:
Pol beta inh, `COCc1c(C(=O)OC)nnn1-c1ccccc1` = 18%
Pol iota inh, `CCOC(=O)/C=C/[C@H]1CCc2cccc(Cl)c2O1` = -2%
POLK inh, `CN1CCN(C2CCN(c3ccc(Nc4nnc(Cl)c(Nc5ccccc5S(C)(=O)=O)n4)c(OC(CF)CF)c3)CC2)CC1` = -12%

New compounds follow
SMILES	Pol beta inh	POLK inh	APEX1 inh	Anesthetic bind	POLH inh	Pol iota inh	PGK inhibitor	BLM inh	RXFP1 antagonist
O=C(CNC(=O)c1cccc(S(=O)(=O)N2CCc3ccccc32)c1)Nc1ccccc1Br	x	-3%	x	x	-11%	0%	-9%	x	3
COc1ccc(CNC(=O)COC(=O)c2ccc3ccccc3n2)cc1	x	-11%	15%	x	-24%	18%	0%	x	-4
Cc1sc2ncnc(NCCCO)c2c1C	36%	-1%	-4%	-5%	-5%	8%	-10%	3%	x
Cc1ccc(N(C(=O)c2ccc(S(=O)(=O)N(C)C)cc2)C2C=CS(=O)(=O)C2)cc1 (stereo not given)	34%	-3%	-1%	-10%	3%	8%	0%	0%	10
CCOc1ccc(C(=S)N2CCOCC2)cc1OC	14%	-6%	4%	-9%	-5%	-6%	-3%	0%	8
COc1cccc(CCNC(=O)CC2C(=O)NCCN2CC(C)(C)C)c1 (stereo not given)	16%	-2%	-4%	-10%	0%	34%[activator]	-6%	-5%	14
Cc1cc(C)nc(/N=C(\N)N(Cc2ccccc2)Cc2ccccc2)n1	3%	-18%	-7%	-18%	-7%	14%	1%	-1%	-4
CCC(=O)NCCCc1nc2ccccc2n1Cc1ccccc1F	4%	3%	4%	-5%	2%	5%	-2%	1%	-2
CCN1CCN(S(=O)(=O)c2ccc3ccccc3c2)CC1	17%	-7%	3%	-10%	-19%	30%	0%	-2%	-3
CCN(CC)C(=O)C(=O)Nc1cccc(Br)c1	32%	-21%	1%	-10%	-8%	-19%	x	1%	-4
CCOc1ccc(-n2ccnc2SCC(=O)Nc2nc3ccc(C)cc3s2)cc1	25µM*	-9%[60.1 µM]	x	-10%	89µM*	6%	1%	-15%	7
